# Screens: PubChem BioAssay, several laboratories
# GRK2 inh = human GRK2 inhibition via aptamer displacement | bead flow cytometry, FAM-aptamer displacement from GRK2 | hit rate 0.59% among 330,000 | P25098 | inhibition of aptamer binding, % at 10 µM;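 active = inhibition of aptamer binding above 40%, roughly 3 SD of noise, on plates passing a quality check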;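 also: median bead fluorescence of bound FAM aptamer so fluorescent compounds give negative values; no value below 0 was filed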
# Fam108B inh = blocks mouse Fam108B hydrolase in RBBP9 counter-screen; recombinant Fam108B, FP-Rh probe fluorescence polarization; hit rate 0.33% among 300,000; inhibition, % at 9.51 µM; AID 1947;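 active = inhibition above the screen mean inhibition plus 3 SD, computed separately per campaign, cut at about 18% in these data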;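 also: inhibitors lower polarization as less probe binds the enzyme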
# GLD-1 TGE inh = GLD-1-TGE RNA interaction inhibition (C. elegans); inhibition, % at 5.96 µM; hit rate 0.44% among 320,000; AID 2280; purified GLD-1 + fluorescein TGE RNA, fluorescence polarization;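 active = percent inhibition above a per-plate cutoff, the plate mean of test compounds plus 3 SD, cut at about 30% in these data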;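 also: 0% = DMSO wells with GLD-1 and probe and 100% = wells lacking GLD-1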
# VLA-4 inh = inhibition in a human VLA-4 binding assay. P13612. VLA-4 expressing cells, ligand binding flow cytometry. inhibition, % (about 7 µM as worked out from the volumes in the protocol). hit rate 0.2% among 330,000. AID 2557; in the data active = inhibition above about 50%
# MEX-5 binding = C. elegans MEX-5 TCR-2 RNA binding activity | activity score (negative = inhibition of binding), % at 10 µM | MEX-5/FITC-TCR2 RNA binding, fluorescence polarization; active compounds read low | hit rate 0.38% among 300,000;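 active = inhibition past about -25% in most replicates, and total fluorescence under double the plate's negative control median, limit read from the data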;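 also: 0% = DMSO and -100% = 5 µM competing unlabeled TCR2 RNA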
# Target sequence (Q9XUB2 whole entry, looked up): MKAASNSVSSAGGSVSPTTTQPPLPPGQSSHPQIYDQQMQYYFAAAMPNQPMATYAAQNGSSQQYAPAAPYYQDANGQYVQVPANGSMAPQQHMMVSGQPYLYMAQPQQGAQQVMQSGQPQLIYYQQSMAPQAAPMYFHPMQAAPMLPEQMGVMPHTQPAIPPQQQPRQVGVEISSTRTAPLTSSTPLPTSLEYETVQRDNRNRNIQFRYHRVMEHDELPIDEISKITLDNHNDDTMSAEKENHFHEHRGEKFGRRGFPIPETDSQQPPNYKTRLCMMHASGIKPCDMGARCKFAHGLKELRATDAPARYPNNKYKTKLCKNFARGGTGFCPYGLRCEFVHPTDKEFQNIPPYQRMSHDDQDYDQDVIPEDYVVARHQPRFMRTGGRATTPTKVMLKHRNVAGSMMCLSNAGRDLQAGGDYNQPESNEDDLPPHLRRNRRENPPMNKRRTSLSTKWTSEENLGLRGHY
# CIT2 TOR yeast = yeast TOR pathway CIT2-GFP modulation; S. cerevisiae CIT2-GFP strain, flow cytometry, 3 h; 100 means same as DMSO wells; hit rate 0.065% among 320,000; GFP response vs DMSO, % at 10 µM;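 active = GFP response relative to DMSO above a set limit, near the screen mean plus 3 SD, cut at about 150% in these data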;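 also: ratio of well median GFP fluorescence to mean of DMSO wells on the plate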
# AGP1-GFP MLPCN = alters AGP1-GFP fluorescence in TOR pathway yeast screen. S. cerevisiae AGP1-GFP multiplex flow cytometry, 3 h; GFP as percent of DMSO wells. GFP response vs DMSO, % at 10 µM. hit rate 0.02% among 320,000;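 active = GFP response relative to DMSO above a set limit, near screen average plus 3 SD, cut at about 150% in these data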;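 also: median GFP channel fluorescence of the gated AGP1 strain per well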
# Bcl-xL primary = blocks human Bcl-xL binding to Bim BH3 peptide; GST-Bcl-xL / FITC-Bim BH3 peptide fluorescence polarization; hit rate 0.7% among 320,000; Q07817; inhibition, % at 10.9 µM;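 active = inhibition above the mean of all tested compounds plus 3 SD, cutoff set per campaign, cut at about 30% in these data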;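 also: 0% = DMSO wells and 100% = unlabeled Bim-BH3 peptide competitor; inhibitors lower millipolarization by displacing the labeled peptide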
# Target sequence (Q07817 whole entry, looked up): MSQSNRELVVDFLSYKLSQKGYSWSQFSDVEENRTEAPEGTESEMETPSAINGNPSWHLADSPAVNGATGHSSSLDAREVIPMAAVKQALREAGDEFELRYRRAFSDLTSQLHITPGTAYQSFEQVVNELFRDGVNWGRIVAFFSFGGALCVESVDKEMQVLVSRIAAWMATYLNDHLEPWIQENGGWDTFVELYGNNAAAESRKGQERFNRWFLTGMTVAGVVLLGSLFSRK
# MCL1 BIM primary = inhibitors of human MCL1 binding to BIM-BH3 peptide; Q07820; GST-MCL1 / FITC-Bim-BH3 fluorescence polarization; inhibition, % at 10.9 µM; hit rate 0.68% among 320,000;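 active = inhibition above the mean inhibition of all tested compounds plus 3 SD, set per campaign, cut at about 40% in these data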;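 also: 0% = DMSO wells and 100% = unlabeled Bim-BH3 peptide control; higher means more loss of mP so more displacement of Bim peptide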
# Target sequence (Q07820 whole entry, looked up): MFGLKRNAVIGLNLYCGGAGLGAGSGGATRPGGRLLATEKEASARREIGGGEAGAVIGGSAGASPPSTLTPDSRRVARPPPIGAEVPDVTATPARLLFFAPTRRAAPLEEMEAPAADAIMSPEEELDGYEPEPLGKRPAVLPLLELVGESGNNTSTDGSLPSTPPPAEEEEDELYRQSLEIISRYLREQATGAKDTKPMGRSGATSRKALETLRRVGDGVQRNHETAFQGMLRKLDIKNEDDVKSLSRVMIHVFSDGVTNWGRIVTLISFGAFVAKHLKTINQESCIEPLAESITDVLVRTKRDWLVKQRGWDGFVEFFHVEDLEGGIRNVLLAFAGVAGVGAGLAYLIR
# * hit, by the source's call; / = no result given; [ ] = another dose, or the depositor's remark.
SMILES,GRK2 inh,Fam108B inh,GLD-1 TGE inh,VLA-4 inh,MEX-5 binding,CIT2 TOR yeast,AGP1-GFP MLPCN,Bcl-xL primary,MCL1 BIM primary
CC(C)[C@H](CO)Nc1nc(Nc2ccc(Cl)c(C(=O)O)c2)c2ncn(C(C)C)c2n1,1,-4,-3,-4,0.9,89,85,6,7
COc1cccc(/C=N\NC(=O)c2sc(N)nc2C)c1OC,4,-2,-2,-12,1.5,110,106,8,5
O=C(c1cccc(S(=O)(=O)NCCOc2ccccc2)c1)N1CCN(c2ncccn2)CC1,1,-1,10,3,-0.6,95,99,1,-4
Cc1oc(-c2ccccc2)nc1C(=O)OCC(=O)NC(=O)NCC(C)C,0,-7,-6,6,-1.8,94,98,3,11
NC(=O)Cn1c(S(=O)(=O)Cc2ccccc2)nc2ccccc21,1,-2,-3,9,-3.5,98,104,-8,-8
Cc1ccc2c(c1)N(C(=O)CCC(=O)N1CCC(C(N)=O)CC1)CCO2,2,-1,4,-29,-0.4,104,106,0,-4
O=C(O)C[C@H]1c2ccccc2S(=O)(=O)N1C1CCCC1,0,-4,1,1,0.5,98,105,7,8
CCSc1nnc(NC(=O)C2CC=CCC2C(=O)O)s1 (centres undefined),19,-3,1,3,2.6,109,110,4,1
CCOC(=O)C1CCN(C(=O)COC(=O)c2c(C)c(CC)nc3ccccc23)CC1,1,/,2,4,/,108,111,/,/
Cc1ccc(CSc2nnc(C)c(=O)[nH]2)cc1,0,1,-1,1,1.3,105,98,9,3
O=C(Nc1cccc(F)c1)c1ccc(CSc2ccccc2)o1,0,-2,4,3,2.2,94,93,8,2
Cc1ccc(CN2CCC(CO)(CC3CCCCO3)CC2)o1 (centres undefined),0,-2,3,19,0.5,95,97,-4,-5
COc1ccc(-c2nc(CS(=O)(=O)CC(=O)Nc3ccc(Cl)cc3)c(C)o2)cc1,0,-3,-2,-26,1.2,119,97,2,9
CC(=O)c1csc(Nc2ccccc2Cl)n1,4,3,6,12,0.7,70,93,2,6
O=C(c1cccc(F)c1)N(Cc1nc2ccccc2c(=O)[nH]1)C1CCCC1,1,3,4,5,2.4,89,97,-4,4
CN(Cc1ccccc1)C(=O)COC(=O)c1cc(=O)c2ccccc2o1,0,/,2,4,/,103,108,/,/
O=C1CC(N2CCC(C(=O)N3CCCCC3)CC2)C(=O)N1 (centres undefined),4,1,0,2,-2.2,101,107,-3,0
CCNc1ccc(S(=O)(=O)N(C)C)cc1NCC(=O)Nc1ccccc1F,0,-1,5,-3,1.0,86,87,2,-6
Cc1ccc(S(=O)(=O)N2CCN(C(=O)c3cc(S(=O)(=O)N(C)C)ccc3N3CCCC3)CC2)cc1,2,-4,9,-4,0.1,114,106,-2,-9
Cc1c(Cc2ccccc2)sc(NC(=O)Cc2ccccc2)c1C(N)=O,0,1,2,8,1.7,103,106,5,3
O=C(N/C(=C/c1ccccc1Cl)C(=O)N1CCCCC1)c1ccco1,4,3,3,-4,-7.5,99,99,4,4
COc1ccccc1-n1c(SCC(=O)N2CCCC2)nc2cccnc21,1,0,11,3,-0.3,94,99,0,0
N#Cc1nc(-c2ccccc2Cl)oc1N1CCN(C(=O)c2ccco2)CC1,5,-1,-1,17,0.4,94,100,8,2
CNCc1c(OCc2ccccc2F)ccc2ccccc12,0,2,2,-3,0.8,95,103,4,4
CCOc1ccc(CCNC(=O)Nc2ccccc2)cc1OCC,0,0,3,1,0.7,109,111,5,12
# The list goes on:
SMILES,GRK2 inh,Fam108B inh,GLD-1 TGE inh,VLA-4 inh,MEX-5 binding,CIT2 TOR yeast,AGP1-GFP MLPCN,Bcl-xL primary,MCL1 BIM primary
O=C(O)c1ccc(Cl)c(S(=O)(=O)Nc2cccc(C(=O)Nc3cccc(C(F)(F)F)c3)c2)c1,1,-22,9,6,-6.2,91,100,8,3
CCS(=O)(=O)Nc1ccc2c(c1)N(C(C)=O)c1ccccc1CC2,2,3,6,6,1.7,90,90,6,6
CCOC(=O)CN=C/C(C(=O)Nc1nccs1)=C(/C)O,0,6,-8,0,-0.1,102,102,3,2
O=C(c1cc(COc2cccc3cnccc23)on1)N1CCC(c2ccccc2Cl)C1 (centres undefined),0,-12,-2,-119,0.0,98,98,1,0
COc1ccc(CNc2nc3nc(-c4ccccc4)cc(=O)n3[nH]2)cc1OC,0,-1,10,11,1.3,104,101,-3,-5
FC(F)(F)c1nnc(-c2ccccc2)nc1Sc1ccccc1,1,5,-2,23,-0.3,88,104,-4,4
CCOC(=O)c1sc(NC(=O)CSc2nc(-c3ccco3)cc(C(F)(F)F)n2)c(C#N)c1C,13,0,-4,-6,2.0,108,110,5,6
Cc1nnc(N/N=C/c2ccc(O)c([N+](=O)[O-])c2)[nH]c1=O,22,-2,1,-5,-2.9,104,96,9,9
COc1cccc(/C=C/C(=O)Nc2ccc3nc4n(c(=O)c3c2)CCCC4)c1OC,7,-1,-1,5,0.2,94,103,4,-2
O=[N+]([O-])c1cc(S(=O)(=O)Nc2ccccc2)ccc1NCc1cccnc1,0,6,4,1,2.0,99,96,7,4
C=C1CCN([C@@H](C)C(=O)NCc2ccc(Cl)cc2)S(=O)(=O)c2ccccc21,0,4,5,-14,-2.4,85,93,-3,1
CCC(C)NC(=O)CCCCCn1c(=O)[nH]c2cc(OC)c(OC)cc2c1=O (centres undefined),0,-1,2,-2,-0.1,/,111,6,7
CN(CC(=O)Nc1ccc(F)cc1)C(=O)COC(=O)CNC(=O)c1ccc(Cl)cc1Cl,1,1,8,1,-0.2,90,92,6,3
Oc1c(Br)cc(Br)cc1CNc1cccc2cccnc12,3,36*,-5,-1,-1.9,100,88,22,20
CC(C)CN(C(=O)c1ccc(N2CCCC2=O)cc1)C1CCS(=O)(=O)C1 (centres undefined),0,4,4,-1,-0.2,97,105,-9,-7
CCCC1(C(=O)OCC)NC(c2ccc(N(C)C)cc2)C2C(=O)N(c3ccc4c(c3)OCCO4)C(=O)C21 (centres undefined),1,-5,2,24,-3.0,109,99,-1,4
O=C(NNC(=O)c1ccc2c(c1)OCO2)NC1CCCCC1,0,-4,9,1,1.3,110,110,5,8
COc1cc(-c2ccc3c(=O)c4ccccc4sc3c2)cc(OC)c1OC,100*,/,11,-11,/,81,97,/,/
COC(=O)c1sc(=S)n(-c2ccc(Cl)cc2)c1C,1,1,1,-5,0.1,98,100,9,2
NS(=O)(=O)c1ccc(CNS(=O)(=O)c2cccc3nonc23)cc1,16,0,-3,-1,-0.9,97,97,1,12
CCOC(=O)c1c(C)[nH]c(C)c1C(=O)CSc1ncccn1,0,0,4,1,1.3,111,108,4,3
O=C(CSc1ncnc2ccccc12)c1ccc2c(c1)OCCO2,0,-3,-6,14,2.9,87,85,7,9
C=CCOC(=O)C1=C(C)NC(=O)NC1c1ccc(Cl)cc1 (centres undefined),2,2,4,-8,0.8,100,97,7,10
COc1ccc(CC(NC(C)=O)C(=O)NC2CCN(S(=O)(=O)c3ccc(NC(C)=O)cc3)CC2)cc1OC (centres undefined),0,-1,-13,-3,-1.1,101,105,4,2
COc1ccc2c(c1)C(=O)N(c1ccccc1C)C(=O)C2(C)C,78*,2,-2,0,0.8,82[may fluoresce red],76[may fluoresce red],1,-6

# 15 structures from above, ordered by length of the SMILES, high to low:
SMILES,GRK2 inh,Fam108B inh,GLD-1 TGE inh,VLA-4 inh,MEX-5 binding,CIT2 TOR yeast,AGP1-GFP MLPCN,Bcl-xL primary,MCL1 BIM primary
O=C(O)c1ccc(Cl)c(S(=O)(=O)Nc2cccc(C(=O)Nc3cccc(C(F)(F)F)c3)c2)c1,1,-22,9,6,-6.2,91,100,8,3
CCOC(=O)c1sc(NC(=O)CSc2nc(-c3ccco3)cc(C(F)(F)F)n2)c(C#N)c1C,13,0,-4,-6,2.0,108,110,5,6
C=C1CCN([C@@H](C)C(=O)NCc2ccc(Cl)cc2)S(=O)(=O)c2ccccc21,0,4,5,-14,-2.4,85,93,-3,1
O=[N+]([O-])c1cc(S(=O)(=O)Nc2ccccc2)ccc1NCc1cccnc1,0,6,4,1,2.0,99,96,7,4
O=C(c1cc(COc2cccc3cnccc23)on1)N1CCC(c2ccccc2Cl)C1 (centres undefined),0,-12,-2,-119,0.0,98,98,1,0
CC(C)CN(C(=O)c1ccc(N2CCCC2=O)cc1)C1CCS(=O)(=O)C1 (centres undefined),0,4,4,-1,-0.2,97,105,-9,-7
COc1ccc(CNc2nc3nc(-c4ccccc4)cc(=O)n3[nH]2)cc1OC,0,-1,10,11,1.3,104,101,-3,-5
NS(=O)(=O)c1ccc(CNS(=O)(=O)c2cccc3nonc23)cc1,16,0,-3,-1,-0.9,97,97,1,12
COc1cc(-c2ccc3c(=O)c4ccccc4sc3c2)cc(OC)c1OC,100*,/,11,-11,/,81,97,/,/
COc1ccc2c(c1)C(=O)N(c1ccccc1C)C(=O)C2(C)C,78*,2,-2,0,0.8,82[may fluoresce red],76[may fluoresce red],1,-6
CCOC(=O)c1c(C)[nH]c(C)c1C(=O)CSc1ncccn1,0,0,4,1,1.3,111,108,4,3
C=CCOC(=O)C1=C(C)NC(=O)NC1c1ccc(Cl)cc1 (centres undefined),2,2,4,-8,0.8,100,97,7,10
O=C(CSc1ncnc2ccccc12)c1ccc2c(c1)OCCO2,0,-3,-6,14,2.9,87,85,7,9
CCOC(=O)CN=C/C(C(=O)Nc1nccs1)=C(/C)O,0,6,-8,0,-0.1,102,102,3,2
COC(=O)c1sc(=S)n(-c2ccc(Cl)cc2)c1C,1,1,1,-5,0.1,98,100,9,2

# Next compounds.
SMILES,GRK2 inh,Fam108B inh,GLD-1 TGE inh,VLA-4 inh,MEX-5 binding,CIT2 TOR yeast,AGP1-GFP MLPCN,Bcl-xL primary,MCL1 BIM primary
COc1ccc(OCC(=O)OCCNC(=O)c2cccnc2)cc1,2,0,3,18,0.2,97,91,5,10
COc1ccccc1N(C)S(=O)(=O)c1ccc(C(=O)NCC2CCCCC2)cc1,1,/,7,2,/,92,100,5,1
COc1ccc(N2C(=O)c3ccccc3S2(=O)=O)cc1,0,2,4,2,-0.7,96,95,2,8
Cc1ccc(-n2c(SCC(=O)O)nc3sc4c(c3c2=O)C(C)CCC4)cc1 (centres undefined),7,3,0,-6,-2.6,86,87,7,12
O=C1/C(=C/c2ccccc2)SC(=S)N1C1CCS(=O)(=O)C1 (centres undefined),1,1,5,21,-0.8,106,112,6,10
Cc1ccc(-n2ncc(C(=O)NCC3CCN(C4CCCC4)C3)c2C2CCN(C(=O)OC(C)(C)C)CC2)cc1 (centres undefined),0,2,2,12,1.1,101,98,2,8
CCOC(=O)C1=C(CSc2nc3c(cc2C#N)CN(C)CC3)OC(N)=C(C#N)C1c1ccc(Cl)cc1 (centres undefined),0,7,33*,-22,0.7,91,96,40*,52*
COc1ccc(C(CC(=O)NCc2ccco2)c2ccc(F)cc2)cc1 (centres undefined),4,-1,2,6,-1.4,/,86,-3,2
CCc1ccc(-c2cc(C)no2)cc1S(=O)(=O)N1CCOc2ccc(C)cc21,0,-7,4,22,-0.5,95,100,2,-2
N#CCC(=O)N/N=C1\CCCCC1C1CCCCC1 (centres undefined),0,1,-3,27,0.9,110,107,0,-1
COC(=O)c1ccccc1NC(=O)CSc1ccccn1,0,-2,4,3,-0.4,87,100,6,4
Cc1c(CC(=O)NCCCC(=O)O)c(=O)oc2cc3occ(-c4ccccc4)c3cc12,0,-4,-5,0,-0.4,99,93,11,1
